# TRPML3 ag = human TRPML3 channel agonists, primary screen, cell-based, HEK293 TRPML3-YFP, Fluo-8 calcium fluorescence, 3 µM. Mucolipin-3 (Homo sapiens), Q8TDD5. 100% = the carbachol control signal. activation, % at 3 µM. actives 0.29% (n = 220,000);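 active means activation above its plate's cutoff, the mean activation of the plate's test wells plus 3 SD, cut at about 12% in these data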;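 further: 0% = DMSO only wells and 100% = carbachol wells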
#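 Material: TRPML3-YFP stable HEK293 cells | Dosing: One concentration, 3 µM nominal, 0.3% DMSO | Timing: 125 s total fluorescence read per well | Technique: Fluo-8 calcium dye fluorescence, ex 470-495, em 515-575 nm | Measure: Percent activation from peak-to-basal fluorescence ratio, scaled between DMSO and carbachol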
# EP2 antag = human EP2 receptor antagonists, primary screen, TR-FRET cAMP, C6 glioma cells; Prostaglandin E2 receptor EP2 subtype (Homo sapiens), P43116; C6 glioma cells expressing human EP2; cells stimulated with saturating PGE2; inhibition, % at 25 µM; actives 0.52% (n = 260,000); AID 1422, 2008;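 active means percent inhibition above 40 after rounding to a whole number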;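 further: rat C6 glioma host cells with rolipram phosphodiesterase inhibitor present; the protocol text gives 20 µM as final concentration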
# Target sequence (P43116 whole entry, looked up): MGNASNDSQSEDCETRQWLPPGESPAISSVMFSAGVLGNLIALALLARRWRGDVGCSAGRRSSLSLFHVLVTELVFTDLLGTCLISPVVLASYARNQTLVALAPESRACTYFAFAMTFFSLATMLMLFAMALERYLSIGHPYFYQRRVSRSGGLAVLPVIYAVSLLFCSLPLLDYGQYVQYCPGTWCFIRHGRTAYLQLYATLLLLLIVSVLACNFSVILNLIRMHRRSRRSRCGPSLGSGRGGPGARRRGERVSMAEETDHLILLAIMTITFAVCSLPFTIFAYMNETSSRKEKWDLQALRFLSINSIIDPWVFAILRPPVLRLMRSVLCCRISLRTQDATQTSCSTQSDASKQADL
# EP2 modulator = EP2 receptor modulators, cAMP readout, primary screen, cell-based, HTRF cAMP, PGE2 stimulation. AID 940, 2007. induction, % at 25 µM. EP2-expressing cells, cAMP HTRF FRET, PGE2 co-stimulation. actives 0.83% (n = 260,000);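 active means compounds whose cAMP rise, as percent of the full-agonist control response, exceeds 60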;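 further: rat C6 glioma line stably carrying human EP2 under a CMV promoter; the protocol text gives 20 µM as final concentration; 100% = response of wells given 1 µM PGE2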
# CHOP inhibitor = inhibitors of CHOP promoter induction, primary screen, cell-based, unfolded protein response, luciferase reporter; actives 3.8% (n = 220,000); AID 2732, 2010; inhibition, % at 10 µM; CHO-K1 CHOP-promoter luciferase, tunicamycin-induced, 15-18 h;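 active means compounds that reduced the stress-induced luciferase reporter signal by more than about 70% of percent inhibition, limit read from the data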;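 further: 0% = tunicamycin plus vehicle and 100% = wells without tunicamycin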
# PPC-1+TRAIL kill = compounds killing PPC-1 cancer cells with TRAIL present, primary screen, TRAIL potentiator project, ATPLite luminescence, uHTS; actives 0.41% (n = 220,000); cell killing (% activity), % at 4 µM; PPC-1 cells + TRAIL, ATPLite viability luminescence;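 active means cell killing above 50% in the first pass at 4 µM, then a duplicate retest at 5 µM averaging 50% or more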;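 further: plate controls were cells with TRAIL plus DMSO for no effect and medium-only wells lacking cells for full effect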
# zfTRPN1 agonist = zebrafish TRPN1 channel agonists, primary screen, cell-based, HEK293, calcium fluorescence. HEK293 zebrafish TRPN1-YFP, Fluo-8 calcium fluorescence; 100% = response to 87 µM carbachol. activation, % at 3 µM. actives 0.18% (n = 220,000). AID 1424, 2008;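 active means activation above its plate's cutoff, the mean activation of test wells on that plate plus 3 SD, cut at about 19% in these data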;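 further: 0% = DMSO alone and 100% = 87 µM carbachol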
#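 Material – zebrafish TRPN1-YFP in HEK293 cells · Doses – 3 µM single point · Schedule – dye 1 h 37 °C plus 30 min RT · Signal – Fluo-8 calcium fluorescence, excitation 470-495 nm, emission 515-575 nm · Read-out – % activation versus carbachol response · Control set – carbachol high, DMSO low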
# 14-3-3 Bad PPI = inhibitors of 14-3-3 zeta/Bad binding, primary screen, biochemical, TR-FRET, bovine 14-3-3 zeta; actives 0.71% (n = 220,000); TR-FRET 14-3-3zeta/Dy647-pBad peptide displacement, 1 h; inhibition, % at 21.7 µM; 14-3-3 protein zeta/delta (Bos taurus), P63103;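 active means inhibition above about 70%, limit read from the data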;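 further: 0% = full 14-3-3 plus peptide FRET controls and 100% = background without 14-3-3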
# Target sequence (P63103 whole entry, looked up): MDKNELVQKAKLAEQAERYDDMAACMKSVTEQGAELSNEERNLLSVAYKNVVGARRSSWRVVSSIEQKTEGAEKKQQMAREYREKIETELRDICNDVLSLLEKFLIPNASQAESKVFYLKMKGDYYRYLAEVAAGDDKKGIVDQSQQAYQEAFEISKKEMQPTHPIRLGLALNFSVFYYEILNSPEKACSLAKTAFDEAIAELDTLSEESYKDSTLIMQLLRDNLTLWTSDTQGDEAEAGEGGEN
# NPY Y1 blocker = NPY-Y1 receptor antagonists, primary screen, cell-based. inhibition, % at 3.6 µM. AID 1040, 2008. HEK293-CNG Y1 cells, membrane potential fluorescence; NPY at EC95, then isoproterenol. actives 1% (n = 200,000);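 active means inhibition above the campaign mean inhibition of all tested compounds plus 3 SD, cut at about 20% in these data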;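 further: 0% = DMSO wells given NPY plus isoproterenol and 100% = isoproterenol alone without NPY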
# Target sequence (P25929 whole entry, looked up): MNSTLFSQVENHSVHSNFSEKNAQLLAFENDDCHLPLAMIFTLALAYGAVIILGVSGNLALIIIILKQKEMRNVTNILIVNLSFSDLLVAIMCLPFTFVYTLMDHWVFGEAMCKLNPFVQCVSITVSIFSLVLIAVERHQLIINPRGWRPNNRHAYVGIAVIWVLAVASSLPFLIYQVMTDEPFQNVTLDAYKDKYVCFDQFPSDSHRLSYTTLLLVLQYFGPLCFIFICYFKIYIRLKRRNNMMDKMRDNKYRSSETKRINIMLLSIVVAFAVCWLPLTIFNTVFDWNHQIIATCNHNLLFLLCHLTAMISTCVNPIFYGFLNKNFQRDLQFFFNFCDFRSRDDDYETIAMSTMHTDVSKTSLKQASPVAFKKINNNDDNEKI
#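 Assay system: HEK293 cells with Y1 receptor plus CNG channel | Probe or stimulus: NPY (25 nM), isoproterenol (1 µM), Ro 20-1724 (25 µM) | Timing: Compound incubation 1 h at room temperature, readout 45 min post-stimulation | Measured by: Membrane-potential fluorescent dye readout | Benchmarks: High control isoproterenol alone, low control NPY with isoproterenol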
# NPY-Y1 PAM-ag = NPY-Y1 receptor potentiators or agonists, primary screen, cell-based; activation, % at 3.6 µM; Neuropeptide Y receptor type 1 (Homo sapiens), P25929; AID 1304, 2008; NPY-Y1 expressing cells, potentiator/agonist activation; actives 0.37% (n = 220,000); in the data active means activation above about 33%, passing the limit was not always enough;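 further: cells stimulated with NPY at EC10 then isoproterenol at EC100; 0% = low agonist plus stimulus and 100% = saturating agonist plus stimulus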
# An asterisk follows results filed as active; x = not tested or not shown; & = joins results of further samples; [ ] = another dose, or the depositor's remark. Only part of the results is shown, so the mix of outcomes need not match the whole.
SMILES,TRPML3 ag,EP2 antag,EP2 modulator,CHOP inhibitor,PPC-1+TRAIL kill,zfTRPN1 agonist,14-3-3 Bad PPI,NPY Y1 blocker,NPY-Y1 PAM-ag
Cc1c(C(=O)N2CCN(c3ccccn3)CC2)sc2ncnc(N3CCOCC3)c12,1.0,6,1,-7,26,0.9,-9,0,8
CCOC(=O)c1ccc(NC(=S)Nc2ccccn2)cc1,0.3,15,16,34,5,0.9,8,1,-31
Cc1nn(C)c(C(=O)NCc2ccc(Cl)cc2)c1Cl,3.3,4,8,70,22,8.7,-10[fluorescence artefact?],-5,-4
Cc1nn(C)cc1C(C(=O)NC1CCCCC1)N(Cc1ccccc1Cl)C(=O)c1cnccn1 (centres undefined),1.0,12,16,-20,20,0.1,-5,4,11
COc1ccc(C(=O)C2CCCN(Cc3cccn3-c3nccs3)C2)cc1OC (centres undefined),0.8,10,2,16,0,0.1,2,x,-18
COc1ccc(/C=C2/SC(=S)N(n3c(C)ccc3C)C2=O)cc1,0.5,x,43,90*,27,1.4,-14,4,16
CCOc1cc(NC(=S)NCC2CCCO2)c(OCC)cc1NC(=O)c1ccccc1C (centres undefined),0.3,4,6,18,-7,0.2,0[fluorescence artefact?],1,22
O=C(NNC(=O)c1cccnc1)Nc1cccc2ccccc12,1.4,11,-18,-5,11,-0.9,-8,-4,-1
O=C(Nc1ccccc1C(=O)N1CCOCC1)C1CC(=O)N(C2CCCC2)C1 (centres undefined),0.4,4,23,-5,4,0.2,-10[fluorescence artefact?],2,-10
CCC1CCCCN1C(=O)CSc1nc(N)cc(N)n1 (centres undefined),0.6,1,4,-1,22,-0.7,-8,1,0
COC(=O)c1cn(CC(=O)N2CCCCC2C)c2ccccc12 (centres undefined),-0.2,11,-13,32,-3,-0.1,-15,2,-23
Cc1ccc(N(C)C(=O)N2CCN(S(=O)(=O)c3c(C)cc(C)cc3C)CC2)cc1,-0.7,7,33,65,2,-0.6,0,2,-11
CC(=O)OC1OCCOC1NC(=S)Nc1cccc(C(F)(F)F)c1 (centres undefined),0.2,2,-20,-1,36,-0.4,-21,1,26
CCCOc1ccc(C(=O)Nc2ccc(N(C)C)cc2)cc1,0.8,12,-35,10,22,0.7,-5,-8,-3
COc1ccccc1Nc1nc2cc(C)ccc2cc1C#N,0.6,10&17,4&39,14,2,-0.1,-2,-4,4
CCOC(=O)c1c(NC(=S)Nc2ccccc2)sc2c1CCN(CC)C2,0.3,23,-23,-21,8,-0.2,-6,-1,-9
N#Cc1ccsc1NC(=O)CSc1ncnc2ccccc12,0.8,11,-14,-5,-17,0.9,1,3,-12
Cc1nn(-c2ccccc2)c(Cl)c1/C=N/Nc1ccc(S(=O)(=O)Nc2ccccc2C(=O)O)cc1[N+](=O)[O-],0.5,x,36,-21,17,-0.8,88*[fluorescence artefact?],-5,11
O=C(Nc1ccccc1)N1CCN(CCc2ccccc2)CC1,0.8,9,11,20,12,-0.2,-7,3,-1
O=c1c2cc(NC(=S)NC3CC3)ccc2nc2n1CCCCC2,0.7,7,0,22,7,0.2,-3,2,-9
COC(=O)c1ccccc1Sc1c(/C=N/OCc2ccc(Cl)cc2)c(C(F)(F)F)nn1C,1.3,0,40,-12,10,0.0,4,1,17
CCc1c(C)nc(N2CCOCC2)[nH]c1=O,0.4,5,-3,15,2,1.3,-10,6,1
CC(C)(C)NC(=O)CSc1nnc(C2CC2)n1-c1ccccc1,1.0,5,26,13,8,1.9,24,-4,3
O=C(O)C1CCCCC1C(=O)NCCCCc1ccccc1 (centres undefined),1.0,11,18,23,12,0.6,-1,1,-35
Cc1ccc(-c2c[n+](CC(=O)Nc3c(C)cccc3C)c3n2CCC3)cc1,0.9,14,9,12,4,1.2,-3,x,16
Cc1cc(C)nc(SCSc2nc(C)cc(C)n2)n1,0.7,4,10,-9,15,1.6,5,-2,-17
CCCCCn1c(=O)c(-c2nc3ccccc3[nH]2)c(O)c2ccccc21,0.9,3,14,86*,19,0.6,-7,8,-8
Cc1cc(C)c(O)c(-c2cc(C(=O)Nc3c(C)n(C)n(-c4ccccc4)c3=O)[nH]n2)c1,-0.9,1,14,6,-10,-1.5,3,x,1
Cc1ccc(CNc2nc3ccc(C)cc3n3cnnc23)cc1,0.0,8,4,38,8,-1.1,25[fluorescence artefact?],12,-19
COc1ccccc1NC(=O)CCCn1c(=S)[nH]c2ccccc2c1=O,0.7,7,-39,16,10,0.8,-12,-4,-19
Cc1ccc2c(C(=O)CN3CCCC3)c(C)[nH]c2c1,1.1,15,19,-31,0,1.2,0,-2,10
CCCCN(C(=O)CSc1cc(C)c2ccc(OC)cc2n1)c1c(N)n(Cc2ccccc2)c(=O)[nH]c1=O,-0.8,5,15,24,3,-2.3,-16,13,-2
CCc1nnc(NC(=O)c2cc3ccccc3oc2=O)s1,-0.1,10,2,9,-2,-1.2,0,7,10
CN(C)N=Nc1ccc(S(N)(=O)=O)cc1,0.8,12,19,-15,-2,-0.3,7,6,0
CCNc1nc(Sc2ccc(C)cc2)cc(C(F)(F)F)n1,1.4,4,18,87*,22,0.9,-10,8,2
CCOc1ccc(NC(=O)CCC(=O)NNC(=O)c2ccco2)cc1,0.4,9,18,31,8,0.1,-7,-1,-6
CCn1c(CNc2ccc(F)cc2)nnc1SCCN1CCCCC1,0.9,6,1,3,12,-0.2,3,5,-21
O=C(NCCCn1ccnc1)c1cc2ccccc2oc1=O,0.2,10,4,4,27,0.3,-10[fluorescence artefact?],1,-13
CCOc1ccc(-n2c(O)c(/C=N/Nc3nc(C)cc(C)n3)c3ccccc3c2=O)cc1,-1.3,13,5,26,4,0.4,-18,1,-1
O=C(CSc1nnc(-c2ccc(Cl)cc2Cl)n1C1CCCCC1)NC1CCS(=O)(=O)C1 (centres undefined),0.3,12,22,-3,10,1.5,-9[fluorescence artefact?],2,27
Cc1c(C(=O)N2CCCC2)sc(NC(=O)c2cccs2)c1C#N,-0.2,10&13,-6&7,-5,4,1.6,19,2,11
CC(NC(=S)Nc1ccc(Cl)cc1)C(c1ccccc1)N1CCOCC1 (centres undefined),-0.3,3,6,21,14,0.8,71*,6,1
COCCn1c(SCC(=O)NCc2ccc3c(c2)OCO3)nc2ccccc2c1=O,-0.4,4,4,-4,39,0.3,24,4,-11
Clc1nn2cnnc2c2ccccc12,1.0,3,-7,6,6,1.8,-5,5,2
COc1cccc(CN2CCN(Cc3ccc4c(c3)OCCO4)CC2CCO)c1 (centres undefined),0.9,13,5,7,-2,2.2,-3,7,-17
COc1ccc(OCc2nn3c(Cn4cnc5ccccc54)nnc3s2)cc1,3.1,5,-40,23,-12,5.0,2[fluorescence artefact?],-6,-12
O=C(CCc1nnc(Cc2c[nH]c3ccccc23)o1)NC1CCCC1,0.4,3,-9,-6,-23,-0.1,-12,2,3
Cn1c(=O)cc(SCC(=O)NCCN2CCN(c3ccccc3F)CC2)c2cc(Cl)ccc21,0.7,4,-3,39,16,-0.3,-3,3,-23

# The list goes on, starting with the last 4 of the part before.
SMILES,TRPML3 ag,EP2 antag,EP2 modulator,CHOP inhibitor,PPC-1+TRAIL kill,zfTRPN1 agonist,14-3-3 Bad PPI,NPY Y1 blocker,NPY-Y1 PAM-ag
COc1cccc(CN2CCN(Cc3ccc4c(c3)OCCO4)CC2CCO)c1 (centres undefined),0.9,13,5,7,-2,2.2,-3,7,-17
COc1ccc(OCc2nn3c(Cn4cnc5ccccc54)nnc3s2)cc1,3.1,5,-40,23,-12,5.0,2[fluorescence artefact?],-6,-12
O=C(CCc1nnc(Cc2c[nH]c3ccccc23)o1)NC1CCCC1,0.4,3,-9,-6,-23,-0.1,-12,2,3
Cn1c(=O)cc(SCC(=O)NCCN2CCN(c3ccccc3F)CC2)c2cc(Cl)ccc21,0.7,4,-3,39,16,-0.3,-3,3,-23
C[C@H](NC(=O)c1nc[nH]c1C(=O)N[C@H](C)c1ccccc1)C(=O)OCc1ccccc1,x,23,-11,45,-13,x,-5,x,x
CC(=O)Nc1ccc(N=Cc2c(O)c(C(=O)Nc3ccccc3)cc3ccccc23)cc1,1.9,18,-55,40,-1,6.4,49,-5,3
O=C(Nc1ccc(-c2nnco2)cc1)c1ccccc1,0.6,15,-18,-13,25,-0.1,-5,-1,4
CN1CCc2c(n(CC(O)CN3CCN(CCO)CC3)c3ccccc23)C1=O (centres undefined),0.2,6,35,40,6,0.2,-5,6,9
O=C1CC(N2CCCc3ccccc32)C(=O)N1c1ccccc1 (centres undefined),0.5,7,10,-16,-4,1.4,11,2,0
NC(=O)c1ccsc1NC(=O)C1CC1,x,6,0,14,10,x,2,x,x
CC(=O)N1[C@H](Cc2ccccc2)C=C[C@]1(C)C(=O)NCc1ccc(C)o1,0.7,13,31,9,24,0.5,7,5,0
CC(=O)c1coc2ccc(OCC(=O)O)cc12,0.5,10,19,38,16,1.0,12[fluorescence artefact?],12,-11
Cc1c(NC(=O)c2cc(-c3ccc(Cl)s3)nc3ccccc23)c(=O)n(-c2ccccc2)n1C,-0.4,13,30,35,31,0.8,30,-2,2
O=C(c1cnccn1)N1CCN(C/C=C/c2ccccc2)CC1,1.3,10,-11,-5,-10,1.4,2[fluorescence artefact?],-3,-7
O=C(c1ccc(S(=O)(=O)N2CCOCC2)cc1)N(c1ccc(F)cc1)C1C=CS(=O)(=O)C1 (centres undefined),0.8,7,18,35,-8,0.2,-6[fluorescence artefact?],4,9
COc1cc2c(cc1NC(=O)c1cccc(S(=O)(=O)N(C)C)c1)oc1ccccc12,0.5,14,15,-16,15,1.4,-4,7,-43
CCC1(C)Cc2ccccc2-c2[nH][nH]c(=O)c21 (centres undefined),-0.4,2,57,26,6,-0.3,5,55*,-6
O=C(c1ccc(C#CC2(O)CCCCC2)cc1)N1CCN(C(c2ccccc2)c2ccccc2)CC1,-0.1,11,11,37,8,0.8,10,-1,11
Fc1ccccc1-c1nc(N2CCCCC2)c2ccccc2n1,0.4,9,34,39,22,0.7,6,11,-14
